RSV antiviral HEp-2 – RSV antiviral activity via CPE protection, HEp-2 cells, primary 10 µM value included (AID 2391); HEp-2 cells, RSV-induced CPE inhibition; higher % means a stronger effect; CPE inhibition, % at 10 µM, or IC50 in µM where a hit was titrated; 0.13% of 310,000 active; in the data active = a potency from the dose series; also: strong numbers were not always called active
HIV fusion peptide – cell-free HIV fusion peptide-binding blockers – biochemical, uHTS, fluorescence dequenching, primary screen (AID 1986) | cell-free peptide binding, fluorescence dequenching, 30 min; higher % means a stronger effect | inhibition, % at 20 µM, or IC50 in µM where a hit was titrated | 0.3% of 290,000 active; in the data active = inhibition mostly above about 52%, no sharp cut-off; inactive = mostly below about 76%; also: some results filed as inactive read as strong as hits
Large T inhibition – SV40 large T antigen inhibitors, biochemical (AID 1903). inhibition, % at 20 µM, or IC50 in µM where a hit was titrated. 0.39% of 310,000 active. SV40 large T antigen ATPase/helicase inhibition assay; higher % means a stronger effect; in the data active = a potency from the dose series; also: strong numbers were not always called active
Siah-1 displacement – Siah-1 peptide-binding antagonists, primary screen, biochemical, fluorescence polarization, rhodamine-plectin, uHTS (AID 1817); Siah-1 / rhodamine-plectin peptide fluorescence polarization; higher % means a stronger effect; one-dose displacement, % at 20 µM; IC50 in µM for titrated hits; 0.02% of 290,000 active;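 active = displacement of at least 50% at 20 µM, with a fluorescence ratio check between 0.3 and a set limit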;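 also: plate controls were Siah plus tracer with DMSO for no effect and tracer alone without Siah for full effect; strong numbers were not always called active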
AID2073 – disruptors of CaV2.2 binding to Mint1 – biochemical, HTRF (AID 2073); HTRF protein-protein interaction, Mint1-CaV2.2; higher % means a stronger effect; inhibition, % at 20 µM; hits with a dose series show IC50 in µM; 0.19% of 290,000 active; in the data active = inhibition mostly above about 51%, no sharp cut-off; also: some results filed as inactive read as strong as hits
XIAP antagonists – XIAP antagonists, biochemical, IAP family, fluorescence polarization (AID 1018). XIAP BIR domain, fluorescence polarization peptide displacement; higher % means a stronger effect. 0.007% of 200,000 active. displacement, % at 20 µM, or IC50 in µM where a hit was titrated; in the data active = displacement above about 50%; also: a part of the inactive calls stands beside numbers as strong as those of hits
MgcRacGAP inhibition – MgcRacGAP GTPase-activating activity inhibitors, confirmation, biochemical, ADP Hunter fluorescence; 0.6% of 340,000 active; inhibition, % at 30 µM, or IC50 in µM where a hit was titrated; AID 624330; MgcRacGAP-stimulated Rac1 GTP hydrolysis, ADP Hunter fluorescence; higher % means a stronger effect; GST-tagged Rac1 F28L mutant substrate;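 active = first-screen hits whose inhibition reached a set limit at any dose in the follow-up dose series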;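 also: fluorescence reports GDP produced by GAP-driven GTP hydrolysis; strong numbers were not always called active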
LYP inhibition – inhibitors of LYP phosphatase, biochemical, fluorescence intensity, uHTS (AID 1779); recombinant LYP phosphatase, fluorescence intensity; higher % means a stronger effect; one-dose inhibition, % at 11.5 µM; IC50 in µM for titrated hits; 0.054% of 290,000 active; in the data active = inhibition above about 50%;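 also: plate controls were vehicle with enzyme for no effect and no enzyme for full effect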
Dengue-2 NS5 capping – Dengue-2 NS5 methyltransferase inhibitors, primary screen, biochemical, confirmation dose response (AID 588689); 0.3% of 340,000 active; one-dose inhibition, % at 25 µM; IC50 in µM for titrated hits; Dengue-2 NS5 methyltransferase capping enzyme assay, biochemical; higher % means a stronger effect; in the data active = a potency from the dose series
Dengue-2 NS5 capping pilot replicate – second read-out of Dengue-2 NS5 capping, no call of its own (marks repeat the call); inhibition, %; measured here: pilot screen replicate inhibition
The depositor's hits bear a star; x = no result given.

SMILES	RSV antiviral HEp-2	HIV fusion peptide	Large T inhibition	Siah-1 displacement	AID2073	XIAP antagonists	MgcRacGAP inhibition	LYP inhibition	Dengue-2 NS5 capping	others
CCOC(=O)CC(=O)CSc1nc(C)cc(C)c1C#N	3.2%	4.7%	6%	-4%	12%	-7.2%	8%	2%	4%
CC(=O)CCc1c(C)nc2ccc(C)cc2c1Cl	22%	2.0%	1%	0%	2%	-1.5%	2%	2%	-3%
CCOc1ccc(CCNC(=O)COC(=O)COc2cc(C)cc(C)c2)cc1OCC	0.3%	x	2%	x	x	x	11%	x	-4%
CCCCNC(=S)NNC(=O)c1csc(C)c1	-0.3%	0.2%	22%	1%	-17%	-3.5%	-5%	-7%	3%	Dengue-2 NS5 capping pilot replicate=0.9
COc1cc(SC)ccc1C(=O)Nc1nccs1	3.8%	-0.4%	25%	3%	4%	-7.1%	8%	0%	5%
CCCn1c(=S)[nH]c2cc(C(=O)N3CCN(C(=O)OCC)CC3)ccc2c1=O	-1.4%	-0.4%	1%	-6%	9%	x	-15%	-9%	2%
O=C(NCc1ccc(Cl)cc1)c1n[nH]c([N+](=O)[O-])c1Cl	3.8%	14%	21%	4%	5%	-8.1%	8%	-6%	9%
O=C(CCCc1nc(-c2ccccc2)no1)NC1CCCCC1	1.4%	2.4%	6%	10%	6%	x	7%	-9%	-5%
Nc1ccccc1SCC(=O)Nc1ccc2c(c1)OCCO2	5.6%	-1.7%	-2%	10%	17%	x	10%	-2%	-2%
O=C(Nc1cc2cccc([N+](=O)[O-])c2oc1=O)c1cccs1	0.1%	-2.4%	5%	4%	18%	-7.4%	11%	-1%	-5%
O=C(NCCCn1ccnc1)/C(=C\c1ccc(Br)cc1)NC(=O)c1ccccc1	0.0%	0.8%	11%	-5%	6%	x	5%	-6%	9%
CS(=O)(=O)c1cccc(-c2nnc(NC(=O)c3ccc(S(=O)(=O)N4CCCC4)cc3)o2)c1	0.2%	x	16%	x	x	x	4%	x	-4%
O=C(NC1CC1)c1cc(-c2ccco2)nc2ccccc12	x	37%	x	26%	39%	x	30%	6%	15%
CC(C)NC(=O)CCCN1C(=O)c2ccccc2Sc2ncccc21	1.2%	-0.2%	1%	1%	-1%	x	-2%	-5%	3%
CCS(=O)(=O)N1Cc2ccccc2CC1C(=O)N(C)Cc1ccc(OC)c(F)c1 (configuration not stated)	1.9%	-2.2%	2%	-3%	13%	x	3%	-6%	-5%
N[C@@H](Cc1c[nH]c2ccccc12)C(=O)O	x	0.1%	x	14%	-4%	x	x	-6%	x
CC(NS(=O)(=O)c1ccccc1Cl)C1CC2CCC1C2 (configuration not stated)	21%	-2.4%	0%	-4%	-1%	x	1%	5%	-2%
CCn1c(=O)cc(SCC(=O)Nc2ccc3c(c2)OCCO3)c2ccccc21	0.6%	-1.7%	3%	-3%	10%	-6.0%	7%	-1%	10%
CCOC(=O)N1CCN(C(=O)CSc2ccc3nnc(CCNC(=O)c4ccccc4)n3n2)CC1	0.4%	3.7%	7%	1%	0%	-2.5%	13%	-7%	-15%
CSc1nnc(C(C)c2ncc(C(F)(F)F)cc2Cl)n1C (configuration not stated)	-0.8%	1.4%	8%	4%	10%	-2.6%	-9%	-4%	-1%
COc1ccccc1OCc1cc(C(=O)N2CCCC(OCc3cccnc3)C2)no1 (configuration not stated)	2.7%	2.8%	8%	0%	1%	x	3%	2%	-5%
O=C1CC(C(=O)Nc2ccc(Cl)cc2[N+](=O)[O-])C2(CCCCC2)O1 (configuration not stated)	2.8%	2.1%	7%	0%	-5%	-4.0%	8%	-11%	5%
Cc1ccc(C)c(NC(=O)c2cnn3ccccc23)c1	-1.0%	-1.2%	3%	4%	30%	-3.5%	8%	-3%	1%
COc1ccc(S(=O)(=O)N2CCN(C)CC2)cc1NC(=O)c1ccccc1F	2.3%	-0.5%	5%	14%	-2%	x	5%	-7%	-3%
CC(=O)Nc1ccc(NC(=O)c2cc[n+]([O-])cc2)cc1	0.4%	-3.7%	-3%	-4%	14%	x	10%	-4%	-5%
Cc1c(Cl)c([N+](=O)[O-])nn1CCCC(=O)NC(C)c1ccccc1 (configuration not stated)	2.2%	1.4%	6%	-4%	-2%	-5.5%	-12%	-9%	-5%
CCN(C1CCCCC1)S(=O)(=O)CCNC(=O)c1ccc2c(c1)OCO2	0.1%	x	13%	x	x	x	-8%	x	-2%
COc1ccc(Br)cc1CN1CCSCC1	0.7%	-0.9%	2%	1%	6%	x	20%	-7%	-6%
CCOC(=O)c1c(C)[nH]c(C)c1C(=O)COC(=O)/C=C/c1cccc(Cl)c1	0.9%	1.4%	-8%	3%	-2%	0.0%	5%	2%	-3%
COC(=O)COc1ccc(S(=O)(=O)N2CCOCC2)cc1C	0.9%	1.9%	6%	0%	-4%	-1.4%	4%	-1%	-3%
COc1ccc(NS(=O)(=O)c2cccc(C(=O)N3CCCC(C)C3)c2)cc1 (configuration not stated)	1.2%	x	6%	x	x	x	3%	x	-8%
O=C(c1ccc(Cl)cc1)N1C2C=CC(C2)C1(C(F)(F)F)C(F)(F)F (configuration not stated)	0.5%	1.7%	10%	12%	4%	-7.9%	0%	-7%	-3%
CCCCN1C(=O)c2ccc(C(=O)Nc3ccc(S(=O)(=O)N(C)C)cc3)cc2C1=O	5.2%	-2.0%	5%	1%	-4%	-2.4%	-3%	-2%	4%
CN1CCN(C(=O)C2=C[C@H](c3ccc(C(F)(F)F)cc3)C[C@H](OCCCCO)O2)CC1	-1.5%	x	3%	x	x	x	6%	x	6%
Cn1c(Cn2c(=O)sc3ccccc32)nnc1SCc1cccnc1	0.8%	2.4%	2%	2%	-3%	-5.4%	5%	-7%	-7%
CCCOc1ccc(C(=O)CCN2CCN(C(=O)OCC)CC2)cc1	x	2.4%	11%	7%	-19%	-4.9%	3%	-3%	-15%
O=C(Nc1cc(Cl)ccc1O)C1CC(c2c(F)cccc2Cl)=NO1 (configuration not stated)	17%	1.0%	6%	1%	10%	x	0%	1%	-1%	Dengue-2 NS5 capping pilot replicate=-0.9
S=c1[nH]nc(C2CCCCC2)n1/N=C/C=C/c1ccccc1	3.0%	5.7%	3%	6%	-41%	-2.3%	-6%	4%	13%	Dengue-2 NS5 capping pilot replicate=-1.1
CCOC(=O)c1nc(Nc2ccc(C(=O)OC)cc2)c2ccccc2n1	1.8%	0.7%	1%	0%	58%	-4.2%	13%	0%	-3%
COc1ccc(NC(=O)CN(C)S(=O)(=O)c2ccc3c(c2)CC(C)N3C(C)=O)c(OC)c1 (configuration not stated)	0.4%	-0.5%	8%	10%	-3%	x	11%	-7%	-8%
Cc1c(Cl)cccc1NC(=O)NCc1ccccn1	0.1%	0.0%	22%	8%	4%	x	11%	-11%	6%
COc1ccc(/C=N/c2sc3c(c2C#N)CCN(Cc2ccccc2)C3)c(O)c1	2.3%	15%	28%	-1%	10%	-4.7%	x	4%	x
CC(=O)N1CCc2c(sc(NC(=O)CN3C(=O)c4ccccc4C3=O)c2C(N)=O)C1	1.2%	2.3%	13%	-1%	-7%	-11%	10%	-1%	-6%
CC(NC(=O)/C(C#N)=C/c1ccc(N2CCOCC2)cc1)c1ccccc1 (configuration not stated)	22%	-2.4%	23%	-1%	10%	x	13%	-8%	-23%
CCC(CC)Nc1ccc(C(CC(N)=O)NC(=O)c2ccccc2)cc1[N+](=O)[O-] (configuration not stated)	0.5%	-2.5%	0%	3%	2%	x	9%	-2%	-2%

Arranged by molar mass (lowest first): 12 of the compounds above
SMILES	RSV antiviral HEp-2	HIV fusion peptide	Large T inhibition	Siah-1 displacement	AID2073	XIAP antagonists	MgcRacGAP inhibition	LYP inhibition	Dengue-2 NS5 capping	others
S=c1[nH]nc(C2CCCCC2)n1/N=C/C=C/c1ccccc1	3.0%	5.7%	3%	6%	-41%	-2.3%	-6%	4%	13%	Dengue-2 NS5 capping pilot replicate=-1.1
CCCOc1ccc(C(=O)CCN2CCN(C(=O)OCC)CC2)cc1	x	2.4%	11%	7%	-19%	-4.9%	3%	-3%	-15%
CCOC(=O)c1nc(Nc2ccc(C(=O)OC)cc2)c2ccccc2n1	1.8%	0.7%	1%	0%	58%	-4.2%	13%	0%	-3%
CC(NC(=O)/C(C#N)=C/c1ccc(N2CCOCC2)cc1)c1ccccc1 (configuration not stated)	22%	-2.4%	23%	-1%	10%	x	13%	-8%	-23%
Cn1c(Cn2c(=O)sc3ccccc32)nnc1SCc1cccnc1	0.8%	2.4%	2%	2%	-3%	-5.4%	5%	-7%	-7%
O=C(c1ccc(Cl)cc1)N1C2C=CC(C2)C1(C(F)(F)F)C(F)(F)F (configuration not stated)	0.5%	1.7%	10%	12%	4%	-7.9%	0%	-7%	-3%
COc1ccc(NS(=O)(=O)c2cccc(C(=O)N3CCCC(C)C3)c2)cc1 (configuration not stated)	1.2%	x	6%	x	x	x	3%	x	-8%
CCC(CC)Nc1ccc(C(CC(N)=O)NC(=O)c2ccccc2)cc1[N+](=O)[O-] (configuration not stated)	0.5%	-2.5%	0%	3%	2%	x	9%	-2%	-2%
COc1ccc(/C=N/c2sc3c(c2C#N)CCN(Cc2ccccc2)C3)c(O)c1	2.3%	15%	28%	-1%	10%	-4.7%	x	4%	x
CCCCN1C(=O)c2ccc(C(=O)Nc3ccc(S(=O)(=O)N(C)C)cc3)cc2C1=O	5.2%	-2.0%	5%	1%	-4%	-2.4%	-3%	-2%	4%
CN1CCN(C(=O)C2=C[C@H](c3ccc(C(F)(F)F)cc3)C[C@H](OCCCCO)O2)CC1	-1.5%	x	3%	x	x	x	6%	x	6%
COc1ccc(NC(=O)CN(C)S(=O)(=O)c2ccc3c(c2)CC(C)N3C(C)=O)c(OC)c1 (configuration not stated)	0.4%	-0.5%	8%	10%	-3%	x	11%	-7%	-8%

(further entries)
SMILES	RSV antiviral HEp-2	HIV fusion peptide	Large T inhibition	Siah-1 displacement	AID2073	XIAP antagonists	MgcRacGAP inhibition	LYP inhibition	Dengue-2 NS5 capping	others
Cc1ccsc1-c1ccnc(-n2cccc2)n1	17%	1.8%	1%	-2%	33%	-4.6%	8%	0%	1%	Dengue-2 NS5 capping pilot replicate=1.1
O=C(N1CCCCC1)C1(S(=O)(=O)c2ccccc2)CC=CC1	-0.6%	1.1%	17%	-2%	5%	x	2%	-9%	-3%
COc1c2ccoc2c(OCC=C(C)C)c2oc(=O)ccc12	14%	-2.4%	18%	2%	8%	-5.2%	16%	-3%	-8%
Cc1nn(-c2ccccc2)c(Cl)c1/C=C/C(=O)c1ccc(O)cc1	7.5%	17%	11%	-2%	2%	-1.7%	12%	12%	1%
CC(=O)N1CC2([N+](=O)[O-])CN(C(C)=O)CC([N+](=O)[O-])(C1)C2(C)C	2.6%	0.2%	2%	-8%	1%	-6.5%	1%	-1%	-13%
COc1ccccc1CC(=O)Nc1cc2oc3ccccc3c2cc1OC	4.2%	-0.6%	6%	3%	6%	-3.2%	2%	-2%	-2%
CCCOc1c(OC)cccc1C1CC(=O)Nc2cc3c(cc21)OCCO3 (configuration not stated)	1.7%	-1.1%	11%	-1%	-6%	-1.7%	7%	-7%	-2%
Clc1ccc(OCCn2ccnc2)c2ccccc12	2.5%	0.8%	11%	-2%	-9%	-7.1%	6%	-1%	-8%
O=C(O)CCn1c2ccccc2c2nc3ccccc3nc21	0.4%	1.2%	9%	-2%	17%	x	11%	1%	-5%
Cc1cc2n(n1)SC(Nc1cccc3ccccc13)N2 (configuration not stated)	0.2%	-0.1%	6%	7%	-6%	-1.4%	6%	3%	-16%	Dengue-2 NS5 capping pilot replicate=0.9

Screening data deposited in PubChem by several laboratories.

Rows were taken by chance; 1.7% or so of the library scored in one or more.
